Vif-A3F inh: qHTS for Inhibitors of Vif-A3F Interactions: qHTS | HeLa A3F-eYFP + Vif (tagged APOBEC3F with the HIV-1 protein that degrades it), YFP fluorescence increase | actives 0.2% (n = 390,000) | Potency, µM (highest dose often 46.1 µM), without a hit: top-dose activity, negative = active; also: potency is read from the fitted curve at half-maximal effect; % of control where 0% means no effect; nearly all actives have a fitted effect of over 65% in size
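Fluorescence increase (Ex 488/Em 500-530) after overnight compound treatment at 37 deg C flags inhibition of Vif-driven A3F-eYFP loss in stable HeLa A3F-eYFP/Vif cells seeded overnight beforehand.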
D1 agonist: Allosteric Agonists of the Human D1 Dopamine Receptor: qHTS; D(1A) dopamine receptor (Homo sapiens), P21728; HEK293 T-REx D1 cells, calcium flux, agonist mode; activation, % at 2 µM; actives 1% (n = 360,000); in the data active = activation above about 30%; also: 0% is about no effect
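Tetracycline-induced HEK293 TREx D1 cells, force-coupled to calcium signalling, were dye-loaded with a no-wash calcium kit. Compound was pin-added after a 10 s baseline. Fluorescence was read kinetically at 1 cycle/s for 180 s, with calcium rises flagged as agonism.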
D1 antag: Antagonist of Human D 1 Dopamine Receptor: qHTS; AID 504652, 2011; actives 3.2% (n = 360,000); activity change, negative = inhibition, % at 10 µM; HEK293 TREx D1 cells, calcium flux, dopamine EC80; active compounds read low; in the data active = activity change below about -30%; also: % is scaled to controls: 0 for no effect and ±100 for the full control effect
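Compound effects on dopamine-evoked calcium signalling were measured in tetracycline-induced HEK293 Trex D1 cells. Dopamine at EC80 followed a 180 s compound pre-read, and fluorescence was tracked kinetically for 180 s more.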
LDHA block: qHTS assay for inhibitors of human lactate dehydrogenase. activity change, % (values are at about 110 or 230 µM). purified LDHA, NADH/diaphorase-resazurin fluorescence; active compounds read low. L-lactate dehydrogenase A chain (Homo sapiens), P00338. actives 0.15% (n = 480,000); in the data active = activity change below about -30%; inconclusive = mostly about -25% to -30%;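 also: plate controls were DMSO wells for no effect and wells without enzyme for full effect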
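Resorufin fluorescence (ex540/em590), read at 0 and 20 min after diaphorase/resazurin addition, reports the NADH left after a 5 min room-temperature reaction of 2 nM human LDH5 with 0.06 mM NADH and 0.2 mM pyruvate.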
Vif-A3G inh: qHTS for Inhibitors of Vif-A3G Interactions: qHTS | AID 602310, 2012 | Potency, µM (highest dose often 46.1 µM), for inactives: at the top dose activity, negative = active, hits mostly inhibitors | HeLa A3G-eYFP + Vif (tagged APOBEC3G with the HIV-1 protein that degrades it), YFP fluorescence, overnight | DNA dC->dU-editing enzyme APOBEC-3G (Homo sapiens), Q9HC16 | actives 0.076% (n = 410,000);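 also: potency is read from the fitted curve at half-maximal effect; % is scaled to controls: 0 for no effect and ±100 for the full control effect; nearly all actives have a fitted effect of over 60% in size; hits raise eYFP signal because A3G escapes Vif-driven loss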
Target sequence (Q9HC16 whole entry, looked up): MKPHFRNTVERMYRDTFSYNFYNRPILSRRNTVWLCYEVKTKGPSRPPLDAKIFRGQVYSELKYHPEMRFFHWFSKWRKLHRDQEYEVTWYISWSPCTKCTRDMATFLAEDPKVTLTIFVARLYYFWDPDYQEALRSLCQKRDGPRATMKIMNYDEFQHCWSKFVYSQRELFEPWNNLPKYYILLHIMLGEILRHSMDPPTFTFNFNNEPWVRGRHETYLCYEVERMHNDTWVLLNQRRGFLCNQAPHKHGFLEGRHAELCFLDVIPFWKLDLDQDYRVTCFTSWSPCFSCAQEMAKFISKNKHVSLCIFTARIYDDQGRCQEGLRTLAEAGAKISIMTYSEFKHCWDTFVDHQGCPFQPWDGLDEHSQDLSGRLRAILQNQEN
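Read-out is eYFP fluorescence (Ex 488/Em 500-530) from Vif-expressing HeLa A3G-eYFP cells; more signal means A3G escaped Vif-mediated degradation. Cells plated overnight, compound pinned in, incubated overnight at 37 deg C.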
Glioma ERSR ind: qHTS for Inducers of the Endoplasmic Reticulum Stress Response (ERSR) in Human Glioma: qHTS. U87-MG GRP78 promoter luciferase reporter, 16 h. Potency, µM, for the others: top-dose activation, usual class: activators. actives 0.02% (n = 420,000). AID 602332, 2012; also: potency is read from the fitted curve at half-maximal effect; series mostly up to about 76 µM; % of control where 0% means no effect; nearly all actives have a fitted effect of over 35% in size
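Stably transfected U87-MG glioma cells carrying a GRP78-based luciferase sensor; 16 h compound incubation. Luminescence end-point read 10 min after Bright-Glo addition at room temperature.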
D1 potentiator: Potentiators of Human D1 Dopamine Receptor: qHTS; AID 504651, 2011; potentiation, % at 10 µM; D(1A) dopamine receptor (Homo sapiens), P21728; actives 0.036% (n = 360,000); HEK293 TREx D1 cells, calcium flux, dopamine EC20 potentiation; in the data active = potentiation above about 30%; also: 0% is about no effect
D2 PAM: HTS Assay for Positive Allosteric Modulators of the Human D2 Dopamine Receptor: Primary Screen for Potentiators; actives 0.34% (n = 340,000); HEK293 T-REx D2, calcium flux, EC20 dopamine potentiation; D(2) dopamine receptor (Homo sapiens), P14416; potentiation, % at 10 µM;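 active = potentiation over 3 SD above the plate norm, cut at about 30% in these data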; also: 0% is about no effect
Target sequence (P14416 whole entry, looked up): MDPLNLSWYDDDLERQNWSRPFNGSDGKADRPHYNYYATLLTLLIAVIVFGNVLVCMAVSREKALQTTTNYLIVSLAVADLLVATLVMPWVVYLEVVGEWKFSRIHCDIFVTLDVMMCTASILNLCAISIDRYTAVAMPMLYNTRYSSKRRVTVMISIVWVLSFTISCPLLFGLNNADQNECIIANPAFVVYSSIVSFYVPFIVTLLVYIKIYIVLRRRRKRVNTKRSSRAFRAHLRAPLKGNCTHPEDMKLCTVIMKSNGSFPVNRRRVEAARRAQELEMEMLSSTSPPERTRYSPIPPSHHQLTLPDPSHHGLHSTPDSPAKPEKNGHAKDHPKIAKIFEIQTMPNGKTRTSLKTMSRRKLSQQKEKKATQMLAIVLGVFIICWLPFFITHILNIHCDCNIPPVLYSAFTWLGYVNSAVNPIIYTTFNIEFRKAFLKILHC
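Calcium flux readout, no-wash dye, 1 read/s. Inducible HEK293 Trex D2 line, overnight 30 C. Compound alone 180 s (agonist flags), then EC20 dopamine, another 180 s to score potentiation.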
RXFP1 ag: qHTS Assay for Agonists of the Relaxin Receptor RXFP1. Potency, µM (doses to about 57.5 µM), inactives show at the top dose activation, usual class: activators. HEK293T-RXFP1 cAMP TR-FRET, 30 min; response scale: percent of porcine relaxin response, buffer zero. actives 0.3% (n = 370,000). Relaxin receptor 1 (Homo sapiens), Q9HBX9. AID 2676, 2010; also: potency is read from the fitted curve at half-maximal effect; % is scaled to controls: 0 for no effect and ±100 for the full control effect; nearly all actives have a fitted effect of over 60% in size; many of its hits are not listed in these tables
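HEK293 cells stably expressing RXFP1, treated 30 min at 37C with compounds plus PDE4 inhibitor Ro 20174; cAMP measured by HTRF TR-FRET. Normalized to buffer and 29 nM porcine relaxin; EC50 by Hill fit.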
* marks the source's active call; other numbers are inactive results; ? = inconclusive; . = no result given. Unless noted, calls follow the shape of the dose curve; as a rule, active = well fitted curve in the direction sought with a large enough effect; inconclusive = small, poorly fitted or top-dose-only effect, or another doubt; inactive = no such curve, though single readings can be large; an effect the other way counts as inactive or inconclusive.

SMILES	Vif-A3F inh	D1 agonist	D1 antag	LDHA block	Vif-A3G inh	Glioma ERSR ind	D1 potentiator	D2 PAM	RXFP1 ag
CCNC(=O)NC(=O)CSc1nc2ccccc2n1CCOC	0%	2	10	-3	1%	-5%	2	1	-0.2%
CCC(C(=O)NCCc1cc(OC)ccc1OC)n1nc(C)c2sc3ccccc3c2c1=O (centres undefined)	-6%	1	-7	-8	-9%	-3%	1	-7	18%
Cn1c(SCC(=O)Nc2ccc3c(c2)OCCO3)nnc1-c1ccco1	1%	1	28	-10	0%	-3%	0	17	0.4%
O=C(NCc1ccco1)c1ccc2c(c1)N(Cc1ccccc1)CCS2	0%	4	-14	-3	-8%	-4%	-10	-2	7.5%
O=C(NCCO)C(c1ccccc1)c1ccccc1	-13%	-1	-2	2	2%	-4%	-2	-1	0.3%
CNC(=O)OC(C)CNS(=O)(=O)c1ccc(C)cc1 (centres undefined)	0%	-2	-4	-17	0%	-4%	-3	3	-0.7%
COc1ccc(CCC(=O)Nc2cccc(S(=O)(=O)N3CCOCC3)c2)cc1OC	-12%	3	-8	1	2%	-5%	-5	-9	2.8%
O=S(=O)(c1ccc(F)cc1)N1CCN(C(=S)NCCc2ccccc2)CC1	-5%	15	-4	-2	0%	-4%	-8	-9	-0.4%
CCOc1ccc(C(CC(=O)O)NC(=O)COc2ccc3ccccc3c2)cc1OC (centres undefined)	-12%	3	1	-1	3%	-3%	-3	17	0.0%
CCCCCOc1ccc(C(=O)CCC(=O)NC(C)c2ccc(S(N)(=O)=O)cc2)cc1 (centres undefined)	0%	.	.	7	3%	-3%	.	.	.
O/N=C\c1ccc(-c2ccccc2)o1	0%	3	-19	-11	3%	1%	0	-4	4.6%
Cc1ccc(NC(=O)COc2ccc(N(C)S(=O)(=O)c3ccc(F)cc3)cc2)cc1	0%	2	2	1	1%	1%	-7	-1	0.9%
O=C(Cc1ccccc1)NCc1cccnc1	-11%	3	-8	-2	2%	-2%	-16	-8	1.7%
COC(=O)c1c(N)sc(C(=O)NCCc2ccccc2)c1C	8%	2	-4	-2	-8%	-13%	3	8	1.4%
Cc1nn(-c2ccccc2)c(N2CCCC2)c1/C=N/NC(=O)c1cccc(S(=O)(=O)Nc2ccc(Cl)cc2)c1	10%	1	5	-7	3%	-7%	0	-5	-0.9%
O=C(CCNC(=O)C1CCN(S(=O)(=O)c2ccccc2)CC1)NCCc1ccc(Cl)cc1	6%	2	-3	-2	0%	0%	-6	13	-2.3%
CC(=O)c1c(COC(=O)c2ccccc2Cl)nc2ccccc2[n+]1[O-]	1%	1	4	-18	-5%	3%	-5	3	1.5%
CCOc1ccc(Nc2oc(-c3ccco3)nc2C#N)cc1	2%	0	8	-1	-5%	-3%	3	-8	-0.9%
O=C(CCn1c2c(c3ccccc31)CCCC2)NNC(=O)c1cccc([N+](=O)[O-])c1	0%	1	12	-2	-4%	-4%	21	10	1.3%
O=C(CC1SC(N2CCCC2)=NC1=O)Nc1ccc(C(=O)NCc2ccc(F)cc2)cc1 (centres undefined)	6%	1	-29	-12	-7%	-2%	-8	-3	0.8%
O=C(Nc1ccc(N=Nc2ccccc2)cc1)c1cccc(Cl)c1	5%	1	8	-5	-3%	2%	-3	3	0.1%
CCOc1ccccc1C(=O)OCC(=O)Nc1cc(S(=O)(=O)N2CCOCC2)ccc1C	2%	0	-24	-6	-4%	-5%	1	-9	1.7%
COc1ccc(NC(=O)CN2C(=O)NC(C)(c3ccc4c(c3)OCO4)C2=O)cc1S(N)(=O)=O (centres undefined)	5%	.	.	-4	-1%	-5%	.	.	.
COc1ccc(NC(=O)CCCC(=O)c2ccccc2)cc1	1%	0	-1	1	-1%	-3%	0	12	5.2%
Cn1c(N)c(C(=O)COC(=O)CCc2ccccc2)c(=O)n(C)c1=O	7%	-1	3	2	2%	-5%	0	4	?
Cn1c(=O)c(C(=O)CSc2ccccc2)c(N)n(Cc2ccccc2)c1=O	-8%	5	-5	-2	1%	3%	0	-14	1.4%
COc1ccccc1NC(=O)COC(=O)C1CC1	-2%	0	9	-4	0%	-3%	-3	3	1.4%
Cc1cc(-n2cnnn2)cc(C)c1S(=O)(=O)NCCOc1ccccc1	-2%	2	10	-5	3%	0%	-3	-3	1.2%
CCOC(=O)C1CCN(C(=O)c2ccc3snnc3c2)CC1	-7%	-1	-21	-12	-10%	1%	-1	15	-1.1%
COc1cccc(CNC(=O)COC(=O)c2ccc(C(=O)c3ccccc3)cc2)c1	-22%	12	-13	-3	-5%	0%	-9	-6	2.4%
COc1ccc(CC(=O)O)cc1O	3%	-5	-4	-4	4%	-4%	2	12	0.8%
CC1CN(C(=O)COC(=O)c2cc(Cl)ccc2Cl)CC(C)O1 (centres undefined)	13%	2	-7	-6	-1%	-3%	-2	-1	2.5%
CC(C)CC(OC(=O)c1ccc(Cl)nc1)C(=O)NC1CCCC1 (centres undefined)	-2%	0	24	-2	-2%	-4%	2	-7	2.1%
COc1cccc(CNC(=O)C2CCC(CNS(=O)(=O)c3cccs3)CC2)c1 (centres undefined)	3%	4	-2	-7	-1%	-4%	-2	4	1.9%
Cc1nn(-c2ccccc2)c(N2CCCCC2)c1/C=N/O	-8%	2	-6	-7	0%	0%	-4	1	1.5%
O=C(O)c1cccc(N2C(=O)c3ccc(Oc4ccc(Cl)cc4)cc3C2=O)c1	15%	2	15	-8	0%	-1%	0	12	-3.1%
COc1cc(C(c2c(C)[nH][nH]c2=O)c2c(C)[nH][nH]c2=O)ccc1OC(=O)c1ccccc1OC	-13%	3	-12	25	1%	-3%	-2	-5	2.2%
O=C(Nc1cccc(-c2nnc(-c3ccco3)o2)c1)c1ccccc1	?	1	-6	-1	-13%	0%	-4	2	0.1%
O=C(CSc1nc2ccccc2o1)N1c2ccccc2Sc2ccccc21	-22%	6	8	-2	0%	-2%	-1	1	5.1%
Cn1cc(C(=O)NCCN2CCN(c3cccc(Cl)c3)CC2)c2c3ccccc3n(C)c2c1=O	-6%	1	-6	-4	0%	3%	-7	-20	2.3%
CC(C)[C@@H]1CN=C(N)N1C[C@@H]1CCCN1C[C@H](C)N1C[C@@H](Cc2ccccc2)N(CCc2ccc(Cl)c(Cl)c2)C1=N	-3%	.	.	-6	2%	-2%	.	.	.
COc1ccc(NC(=O)CN2C(=O)NC(c3ccccc3)(c3ccccc3)C2=O)cc1	-9%	10	-19	-10	-5%	0%	-6	-5	0.5%
COC(=O)c1ccc(C(=O)OC)c(NC(=O)CSc2cccc[n+]2[O-])c1	-1%	4	-3	2	-1%	-5%	4	1	2.7%
O=C1N[C@@H](Cc2cn(S(=O)(=O)c3ccc([N+](=O)[O-])cc3)c3ccccc23)C(=O)N[C@H]1Cc1ccccc1	-1%	.	.	-1	-6%	-5%	.	.	.
Cc1c(CCC(=O)O)c(=O)oc2cc(OCc3cccc(F)c3)ccc12	-9%	3	-5	-9	0%	-4%	2	6	13%
CN(C)/C=C/C(=O)c1ccc(Oc2ncccn2)cc1	9%	1	7	-5	-6%	3%	4	6	0.3%
COC(=O)c1sccc1-n1cccc1C(=O)NCc1ccccc1	-13%	0	1	3	1%	-3%	-2	13	-0.6%
COc1ccc(NC(=O)c2c(C(F)(F)F)nn(C)c2SCc2ccccc2)cc1	-2%	1	6	-16	-4%	-2%	3	-1	-0.5%

Some of the entries so far, with values under each structure:
Below each compound: Vif-A3F inh, D1 agonist, D1 antag, LDHA block, Vif-A3G inh, Glioma ERSR ind, D1 potentiator, D2 PAM, RXFP1 ag
COc1ccccc1NC(=O)COC(=O)C1CC1
 : -2%, 0, 9, -4, 0%, -3%, -3, 3, 1.4%
Cc1cc(-n2cnnn2)cc(C)c1S(=O)(=O)NCCOc1ccccc1
 : -2%, 2, 10, -5, 3%, 0%, -3, -3, 1.2%
CCOC(=O)C1CCN(C(=O)c2ccc3snnc3c2)CC1
 : -7%, -1, -21, -12, -10%, 1%, -1, 15, -1.1%
COc1cccc(CNC(=O)COC(=O)c2ccc(C(=O)c3ccccc3)cc2)c1
 : -22%, 12, -13, -3, -5%, 0%, -9, -6, 2.4%

(listing goes on)
SMILES	Vif-A3F inh	D1 agonist	D1 antag	LDHA block	Vif-A3G inh	Glioma ERSR ind	D1 potentiator	D2 PAM	RXFP1 ag
CCCCNc1nc2sc3c(c2c(=O)n1-c1cccc(Cl)c1)CCN(C)C3	-6%	3	-39*	-1	-1%	-3%	-5	-10	6.2%
CC(=O)c1cc(-c2ccc(F)cc2)n(CCC(=O)NCc2ccc(C)cc2)c1C	-3%	0	2	-21	0%	-1%	-2	6	0.0%
CC(=O)c1c(C)[nH]c(C(=O)NC2CCSc3ccccc32)c1C (centres undefined)	-5%	16	-22	-9	-1%	1%	-5	9	-1.2%
COc1cccc(C(=O)Nc2ccc(N3CCN(C(=O)c4ccco4)CC3)cc2)c1	2%	2	-6	0	-25%	-4%	-7	5	-4.7%
O=C(CSc1ccc(-c2ccco2)nn1)NCc1ccccc1	3%	1	2	-3	-3%	1%	-7	4	9.6%
CCOC(=O)c1c(NC(=O)CN(CC)CC)sc2c1CCN(C(=O)OCC)C2	-7%	8	0	0	-1%	-1%	-1	3	1.1%
O=C(c1ccco1)N1CCN(c2ncnc3c(-c4ccccc4)nsc23)CC1	0%	4	-8	8	3%	11%	-3	-1	3.4%
CC(C)OCCCn1c(SC(C)C(=O)NC2CC2)nc2ccccc2c1=O (centres undefined)	3%	1	2	-9	-6%	-1%	-5	17	0.6%

Some of the compounds tested; rates above refer to the full screens.
